High-throughput results from PubChem BioAssay.
CBFb-RUNX1 inh: CBF-beta/RUNX1 interaction disruption; Q01196+Q13951; AlphaScreen CBFb-His/RUNX1-biotin binding, biochemical; Potency, µM (doses to about 59.8 µM), for the others: at the highest dose activity, negative = inhibition, actives largely listed as inhibitors; 230,000 tested, under 10 active; AID 1477; also: % of control where 0% means no effect
Target sequence (Q01196 whole entry, looked up): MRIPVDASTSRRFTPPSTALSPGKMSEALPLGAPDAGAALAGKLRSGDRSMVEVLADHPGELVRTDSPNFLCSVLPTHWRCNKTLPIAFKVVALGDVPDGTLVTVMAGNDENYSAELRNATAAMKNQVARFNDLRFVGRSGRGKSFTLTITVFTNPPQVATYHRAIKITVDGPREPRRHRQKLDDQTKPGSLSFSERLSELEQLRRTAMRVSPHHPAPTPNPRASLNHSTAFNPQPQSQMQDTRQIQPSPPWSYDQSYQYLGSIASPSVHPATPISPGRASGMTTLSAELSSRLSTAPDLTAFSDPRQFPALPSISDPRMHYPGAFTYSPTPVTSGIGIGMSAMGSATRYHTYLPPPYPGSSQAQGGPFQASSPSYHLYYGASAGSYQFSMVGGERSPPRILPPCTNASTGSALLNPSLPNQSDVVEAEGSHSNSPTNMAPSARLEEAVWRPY
Target sequence (Q13951 whole entry, looked up): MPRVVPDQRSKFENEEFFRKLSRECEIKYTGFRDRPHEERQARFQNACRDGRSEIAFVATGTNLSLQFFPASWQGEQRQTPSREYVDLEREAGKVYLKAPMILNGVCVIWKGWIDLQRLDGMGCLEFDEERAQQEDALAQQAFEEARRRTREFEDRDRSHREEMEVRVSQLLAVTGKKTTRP
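His-tagged CBF-beta and biotinylated RUNX1 (30 nM each) were premixed 20 min at room temperature, exposed to compound for 15 min, then given nickel-chelate and streptavidin AlphaScreen beads (50 ng each). After 90 min, AlphaScreen signal was read.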
IMPase Li inh: cell-permeable IMPase inhibitors with lithium potentiation | AID 1457 | CHO-M1 cells, IP1 TR-FRET (IP-One), carbachol + lithium | 210,000 tested, 0.35% active | Potency, µM (doses to about 59.4 µM), without a hit: at the highest dose activity, negative = IMPase inhibition, most hits filed as inhibitors;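 also: IP1 builds up when IMPase is blocked and the TR-FRET signal falls; potency is read from the fitted curve at half-maximal effect; plate controls were basal vehicle for no effect and high inhibitor control for full effect; nearly all actives have a fitted effect of over 50% in size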
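IP1 accumulation measured by competitive TR-FRET in lysed CHO-M1 cells after 30 min compound exposure at 37C, with a small lithium addition to potentiate weak responses. Hill-equation AC50 from ratio and donor-channel data.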
HTT ATP protect: protects HTT-Q103 PC12 cells, measured by ATP. Potency, µM (titrated, usually from 56.4 µM), without a hit: cytoprotection (ATP increase), actives largely listed as activators. 230,000 tested, 0.14% active. PC12 HTT-Q103 induced, cytoprotection, ATP luminescence, 40 h;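 also: potency is read from the fitted curve at half-maximal effect; % of control where 0% means no effect; nearly all actives have a fitted effect of over 45% in size; toxic huntingtin expression switched on by the ecdysone agonist tebufenozide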
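Cells were plated at 1500 per well in phenol red-free DMEM with 5% equine and 5% calf serum. Tebufenozide (100 nM final) and compounds were added, then ATPlite reagent, and luminescence was read.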
HTT aggregate: reduces HttQ103-GFP aggregates in PC12 cells. PC12 HttQ103-GFP aggregates, Acumen cytometry, 40 h. Potency, µM (top dose mostly 46.1 µM), without a hit: at the highest dose activity change, negative = inhibition, usual class: inhibitors. 220,000 tested, 1.1% active; also: potency is read from the fitted curve at half-maximal effect; % is scaled to controls: 0 for no effect and ±100 for the full control effect; nearly all actives have a fitted effect of over 60% in size
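Aggregates are detected as GFP objects 1–25 µm with signal 6 STDEV over background in lysates of induced PC12 cells. These carry Huntingtin exon 1 with 103 glutamines fused to GFP under an ecdysone promoter; compounds titrated.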
Luc counter: Kinase-Glo luciferase inhibition (counter-screen); Q27757; Kinase-Glo luciferase, ATP luminescence, 8 min; Potency, µM (titrated, usually from 38.3 µM), without a hit: at the highest dose activity change, negative = inhibition, most hits filed as inhibitors; 200,000 tested, 0.28% active; also: potency is read from the fitted curve at half-maximal effect; % is scaled to controls: 0 for no effect and ±100 for the full control effect; nearly all actives have a fitted effect of over 60% in size
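Substrate mix (final 50 mM imidazole pH 7.2, 50 mM KCl, 7 mM MgCl2, 10 uM ATP, 0.01% Tween 20, 0.05% BSA) plus pin-tool compound, then Kinase-Glo detection mix; 8 min ambient, luminescence read.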
Lamin A splicing: LMNA splicing modulation; Potency, µM (doses to about 46.1 µM), inactives show at the highest dose ratio change, negative = inhibition, hits mostly inhibitors; 200,000 tested, 0.01% active; HeLa LMNA splicing GFP/RFP minigene ratio, 48 h; AID 1487; active = well fitted inhibition curve with a large enough effect in the signal ratio, with a control signal flat, not every such curve was filed as active; inconclusive = small, poorly fitted or top-dose-only effect, or effect the other way, or a change in a side signal; the % refers to the signal ratio; also: potency is read from the fitted curve at half-maximal effect; % is scaled to controls: 0 for no effect and ±100 for the full control effect
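S3 HeLa stable clones carrying a lamin A-EGFP splicing minigene plus DsRed2 were seeded at 600 cells/well in Opti-MEM with 2% FBS, pin-dosed and incubated 48 h at 37°C. Acumen cytometry (488 nm) gave the GFP/RFP total-intensity ratio.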
SMN2 splice up: SMN2 splice variant enhancement; HEK293 SMN2-luciferase splicing reporter, luminescence, 30-36 h; Potency, µM (doses to about 46.1 µM), for inactives: at the top dose activity change, positive = activation, most hits filed as activators; 210,000 tested, 2.8% active; also: potency is read from the fitted curve at half-maximal effect; % of control where 0% means no effect; nearly all actives have a fitted effect of over 55% in size
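qHTS luciferase splicing reporter: luminescence rises when SMN2 exon 7 is included in transfected HEK293 cells. Compound exposure lasted 30-36 h at 37C, with 4.5 mM final sodium butyrate as control, followed by a ONE-Glo read.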
The depositor's hits bear a star; ? = inconclusive; . = no result given; [ ] = remark or other dose. Unless noted, calls follow the shape of the dose curve; as a rule, active = well fitted curve in the direction sought with a large enough effect; inconclusive = small, poorly fitted or top-dose-only effect, or another doubt; inactive = no such curve, though single readings can be large; an effect the other way counts as inactive or inconclusive.

compound | HTT aggregate | CBFb-RUNX1 inh | IMPase Li inh | HTT ATP protect | SMN2 splice up | Lamin A splicing | Luc counter
CN(C)C(=O)c1cn(-c2ccccc2)c(=O)c2ccccc12 | 10% | 5% | -5%[38.3 µM] | 8% | 12% | 13% | -4%
O=C1c2ccc([N+](=O)[O-])cc2C(=O)N1c1c[nH]c(=O)[nH]c1=O | 21% | 1% | 2% | 6% | 10% | 8%[46 µM] | 4%
CC(C)N(CC#CC(O)(c1ccccc1)c1ccccc1)C(C)C | 12%[9.22 µM] | -5% | . | 24%[10 µM] | . | . | .
CS(=O)(=O)N(CCc1ccccc1)CC(=O)N1CCc2ccccc2C1 | 5% | 10% | -6%[38.3 µM] | 10% | -21% | 7% | -3%
O=C(CNC(=O)OCc1ccccc1)NCC(=O)N1CCCC1C(=O)OCc1ccccc1 (centres undefined) | -2% | -13% | -23%[38.3 µM] | -6% | 7% | 9% | -4%
CCc1ccc(Nc2nnc(SCC(=O)NCCN3C(=O)CSC3=O)s2)cc1 | 2% | -1% | -1% | -44%[10 µM] | 11µM* | ? | -16%
COc1ccc(/C=C/C(=O)NCC2COc3ccccc3O2)cc1OC (centres undefined) | 17%[9.22 µM] | -3% | 24% | 2%[10 µM] | . | . | -1%
CCCCCn1nc(C)c2c(C)cc(=O)[nH]c21 | -13% | 10% | 2% | 8%[1.9 µM] | -2% | 0% | 0%

Next part.
compound | HTT aggregate | CBFb-RUNX1 inh | IMPase Li inh | HTT ATP protect | SMN2 splice up | Lamin A splicing | Luc counter
Cn1nnc(NC(=S)NC(=O)Cc2ccccc2)n1 | 26% | 0% | -3% | -5% | -2% | . | 1%
CCOC(=O)C1C(=O)NC(N2CCN(Cc3ccccc3)CC2)=NC1c1ccccc1 (centres undefined) | 5% | 2% | 1%[38.3 µM] | 9%[10 µM] | -11% | 8% | -1%
COCCCn1c(C)nnc1SCc1ccc(C(C)(C)C)cc1 | . | 2% | 6% | . | 9% | 6%[46 µM] | -1%
Cc1ccccc1-c1nn(-c2ccc(F)cc2F)cc1CNCCN(C)C | -6%[9.22 µM] | 12% | 2% | -3%[10 µM] | . | ? | -1%
COC(=O)c1sccc1NC(=S)Nc1ccccc1 | -16% | 15% | 0% | . | 0% | ? | 2%
CNc1nc(Oc2ccc(C(=O)OC)cc2)nc(SC)n1 | 1% | -3% | 6% | 3%[10 µM] | -13% | 1% | 1%
COCCNC(=O)C1(CC(C)C)C=CCN1C(=O)c1ccccc1 (centres undefined) | . | 10% | -10% | -2% | 24% | . | 1%
COC(=O)c1ccccc1NC(=O)c1ccc(Cn2cc(Cl)cn2)o1 | -5% | 0% | 3%[38.3 µM] | -1% | -25% | 5% | -8%
Cc1cccc(CN2C[C@]34C=C[C@@H](C[C@@H]3S2(=O)=O)O4)c1 | 5%[9.22 µM] | 17% | . | 0%[10 µM] | . | . | .

Reprinted at random: two records from the list.
compound | HTT aggregate | CBFb-RUNX1 inh | IMPase Li inh | HTT ATP protect | SMN2 splice up | Lamin A splicing | Luc counter
O=C1c2ccc([N+](=O)[O-])cc2C(=O)N1c1c[nH]c(=O)[nH]c1=O | 21% | 1% | 2% | 6% | 10% | 8%[46 µM] | 4%
COCCCn1c(C)nnc1SCc1ccc(C(C)(C)C)cc1 | . | 2% | 6% | . | 9% | 6%[46 µM] | -1%

13 successive records from above, quoted:
compound | HTT aggregate | CBFb-RUNX1 inh | IMPase Li inh | HTT ATP protect | SMN2 splice up | Lamin A splicing | Luc counter
O=C(CNC(=O)OCc1ccccc1)NCC(=O)N1CCCC1C(=O)OCc1ccccc1 (centres undefined) | -2% | -13% | -23%[38.3 µM] | -6% | 7% | 9% | -4%
CCc1ccc(Nc2nnc(SCC(=O)NCCN3C(=O)CSC3=O)s2)cc1 | 2% | -1% | -1% | -44%[10 µM] | 11µM* | ? | -16%
COc1ccc(/C=C/C(=O)NCC2COc3ccccc3O2)cc1OC (centres undefined) | 17%[9.22 µM] | -3% | 24% | 2%[10 µM] | . | . | -1%
CCCCCn1nc(C)c2c(C)cc(=O)[nH]c21 | -13% | 10% | 2% | 8%[1.9 µM] | -2% | 0% | 0%
Cn1nnc(NC(=S)NC(=O)Cc2ccccc2)n1 | 26% | 0% | -3% | -5% | -2% | . | 1%
CCOC(=O)C1C(=O)NC(N2CCN(Cc3ccccc3)CC2)=NC1c1ccccc1 (centres undefined) | 5% | 2% | 1%[38.3 µM] | 9%[10 µM] | -11% | 8% | -1%
COCCCn1c(C)nnc1SCc1ccc(C(C)(C)C)cc1 | . | 2% | 6% | . | 9% | 6%[46 µM] | -1%
Cc1ccccc1-c1nn(-c2ccc(F)cc2F)cc1CNCCN(C)C | -6%[9.22 µM] | 12% | 2% | -3%[10 µM] | . | ? | -1%
COC(=O)c1sccc1NC(=S)Nc1ccccc1 | -16% | 15% | 0% | . | 0% | ? | 2%
CNc1nc(Oc2ccc(C(=O)OC)cc2)nc(SC)n1 | 1% | -3% | 6% | 3%[10 µM] | -13% | 1% | 1%
COCCNC(=O)C1(CC(C)C)C=CCN1C(=O)c1ccccc1 (centres undefined) | . | 10% | -10% | -2% | 24% | . | 1%
COC(=O)c1ccccc1NC(=O)c1ccc(Cn2cc(Cl)cn2)o1 | -5% | 0% | 3%[38.3 µM] | -1% | -25% | 5% | -8%
Cc1cccc(CN2C[C@]34C=C[C@@H](C[C@@H]3S2(=O)=O)O4)c1 | 5%[9.22 µM] | 17% | . | 0%[10 µM] | . | . | .

Outcome played no part in choosing rows; any-hit rate near 4%.
